PNC inhibitor = blocks assembly of the perinucleolar compartment. 140,000 tested, 3.1% active. activity change (PNC), negative = inhibition, % at 10 µM. PC3M PTB-GFP, PNC prevalence imaging, 16 h; stronger effect = lower value;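 active means readout at or below -70, meaning at least 70% loss of cells showing the perinucleolar compartment, a nuclear body marking cancer cells; inconclusive means readout between -30 and a set limit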;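 further: plate controls were DMSO wells for no effect and camptothecin positive control wells for full effect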
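Read-out is percentage of cells bearing a perinucleolar compartment, from automated 20x imaging of fixed, Hoechst-stained PC3M PTB-GFP cells. Cells were seeded 4 h, then exposed 16 h to compound (23 nl of library stock) in duplicate plates.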
IMPase inh = membrane-permeable compound that blocks inositol monophosphatase; P97697; CHO-M1 cells, IP1 accumulation, HTRF TR-FRET ratio; inhibition (IP1 accumulation), % at 46.1 µM; 120,000 tested, under 10 active; AID 901; active means well fitted curve in the direction sought with a large enough effect in the signal ratio, not every such curve was filed as active; inconclusive means small, poorly fitted or top-dose-only effect, or a change in a side signal; inactive means no such curve, though single readings can be large or run the other way; the % refers to the signal ratio;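 further: cells stimulated with carbachol in lithium chloride buffer; plate controls were DMSO basal wells for no effect and reference inhibitor wells for full effect; higher means more IMPase inhibition seen as more IP1 and lower FRET ratio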
Target sequence (P97697 whole entry, looked up): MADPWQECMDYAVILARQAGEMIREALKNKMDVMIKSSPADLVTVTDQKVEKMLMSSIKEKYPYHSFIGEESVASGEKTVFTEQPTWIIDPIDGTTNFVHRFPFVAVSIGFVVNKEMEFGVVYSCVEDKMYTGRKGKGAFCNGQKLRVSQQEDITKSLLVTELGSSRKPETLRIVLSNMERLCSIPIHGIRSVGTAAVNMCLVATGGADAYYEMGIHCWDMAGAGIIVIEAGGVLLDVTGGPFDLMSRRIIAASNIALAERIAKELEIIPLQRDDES
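The IP-One HTRF competitive assay in carbachol-stimulated CHO-M1 cells quantifies cellular IP1. Compounds spanned up to 46 uM final, and activity is expressed as AC50 from concentration-response fits of the ratio and donor data.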
ALOX12 inhib = blocks human 12-lipoxygenase activity; purified 12-hLO, xylenol orange hydroperoxide absorbance; Potency, µM (highest dose often 57.1 µM), for the others: at the highest dose activity change, negative = inhibition, most hits filed as inhibitors; 150,000 tested, 0.12% active; AID 1452; further: potency means the concentration at half of the fitted maximal effect; nearly all actives have a fitted effect of over 55% in size; many of its hits are not listed in these tables
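Hydroperoxide output read as Fe(III)-xylenol orange absorbance, 573-to-405 nm ratio, after 30 min reaction with 40 uM arachidonic acid. Enzyme: 150 nM purified human 12hLO, 15 min compound preincubation; 25 mM Hepes pH 7.0, room temperature.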
ALOX15B inhib = blocks human 15-lipoxygenase 2 activity; O15296; purified 15hLO-2, xylenol orange hydroperoxide absorbance; Potency, µM (top dose mostly 57.1 µM), inactives show at the highest dose activity change, negative = inhibition, hits mostly inhibitors; 110,000 tested, 0.56% active; AID 881; further: potency means the concentration at half of the fitted maximal effect; nearly all actives have a fitted effect of over 60% in size; many of its hits are not listed in these tables
Target sequence (O15296 whole entry, looked up): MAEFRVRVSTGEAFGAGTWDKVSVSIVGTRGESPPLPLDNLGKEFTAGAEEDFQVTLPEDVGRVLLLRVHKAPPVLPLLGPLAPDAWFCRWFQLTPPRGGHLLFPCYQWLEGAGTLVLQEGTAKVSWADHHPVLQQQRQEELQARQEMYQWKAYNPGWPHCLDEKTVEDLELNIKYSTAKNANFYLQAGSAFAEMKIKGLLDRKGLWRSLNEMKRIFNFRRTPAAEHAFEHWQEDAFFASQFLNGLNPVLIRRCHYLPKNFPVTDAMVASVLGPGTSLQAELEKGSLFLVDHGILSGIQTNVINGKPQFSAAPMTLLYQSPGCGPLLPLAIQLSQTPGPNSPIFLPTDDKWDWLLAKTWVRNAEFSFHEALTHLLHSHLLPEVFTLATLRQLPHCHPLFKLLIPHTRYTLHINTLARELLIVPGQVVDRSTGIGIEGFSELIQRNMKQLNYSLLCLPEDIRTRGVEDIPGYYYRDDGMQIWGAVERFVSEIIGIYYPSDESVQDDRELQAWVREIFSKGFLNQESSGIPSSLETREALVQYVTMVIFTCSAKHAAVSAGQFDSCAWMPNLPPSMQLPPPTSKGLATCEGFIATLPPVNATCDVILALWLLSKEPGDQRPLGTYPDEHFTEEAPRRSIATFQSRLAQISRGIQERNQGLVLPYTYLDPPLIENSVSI
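Screening format was qHTS against 50 nM purified 15hLO-2 in Hepes pH 7.5 with detergent. Activity follows hydroperoxide formation from 45 uM arachidonic acid, measured as 573:405 nm absorbance ratio of the ferric-xylenol orange complex.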
* = called active by the depositor; ? = inconclusive; / = not tested or not shown; & = joins results of further samples; [ ] = another dose, or the depositor's remark. Unless noted, the call rests on the fitted dose curve; in most records, active means well fitted curve in the direction sought with a large enough effect; inconclusive means small, poorly fitted or top-dose-only effect, or another doubt; inactive means no such curve, though single readings can be large; an effect the other way counts as inactive or inconclusive. Unless noted, on the % scale 0 is the no-effect control and ±100 the full control effect. Only part of the results is shown; rates above refer to the full screens.

smiles | PNC inhibitor | IMPase inh | ALOX12 inhib | ALOX15B inhib
C[C@H](Nc1ncnc2sc3c(c12)CCC3)C(=O)O | ? | -2 | -1% | -1%
CCOC(=O)c1[nH]c(C)c(C(=O)Nc2ccc3c(c2)OCCO3)c1C | 43 | 5 | -3% | -4%
COCCCn1cnc2c(c1=O)c1nc3ccccc3nc1n2-c1ccccc1 | -15 | -5 | -15% | -7%
COC(=O)c1ccccc1NC(=O)c1noc2c1CCCC2 | 15 | 3 | -3% | 8%
Cc1ccc(S(=O)(=O)N(CC(=O)N2CCc3ccccc3C2)c2ccc(Cl)c(Cl)c2)cc1 | 22 | / | 0% | /
Cc1ccc(C(=O)O/N=C/C2=C(Cl)c3ccccc3CC2)cc1 | -5 | 0 | -4% | 5%
CC(C)(CNC(=S)NCCc1ccccc1)CNC(=S)NCCc1ccccc1 | 4 | / | ? | /
Cc1ccnc(SCC(=O)Nc2sc3c(c2C#N)CCCC3)n1 | ? | 4 | -4% | -18%
CCCCOc1ccc(/C(O)=C2/C(=O)C(=O)N(CCCOC)C2c2ccncc2)cc1C (stereo not drawn) | 12 | -13 | -11% | -9%
CCOC(=O)CSc1nc(C)c2cc(OC)ccc2n1 | 58 | -7 | 6% | 1%
CCCCn1c(SCC(N)=O)nnc1-c1ccco1 | 3 | -12 | 1% | -2%
O=C(CN1CCOCC1)Nc1ccc(-c2nc3ccccc3[nH]2)cc1 | 13 | ? | 0% | -2%
COC(=O)c1ccc(NC(=O)CN(c2ccc(OC)cc2)S(C)(=O)=O)cc1 | -29 | -2 | -1% | -1%
Cc1ccc(S(=O)(=O)N/N=C/c2cccc([N+](=O)[O-])c2)cc1 | ? | 8 | -6% | /
CCOC(=O)CSC1=NC(=O)/C(=C\c2ccc(Cl)cc2)S1 | -19 | -4 | -27% | ?
O=C(NCc1ccccn1)C(C(=O)c1ccc(F)cc1)n1ccccc1=O (stereo not drawn) | 26 | -3 | 3% | 0%
COc1cc(C(=O)Nc2ccccn2)cc(OC)c1OC | 40 | 14 | -3% | 1%
COc1ccc(CNC(=O)CSc2nnc3c(Cl)cc(C(F)(F)F)cn23)cc1OC | 19 | 7 | -1% | /
COc1ccc(N2CCN(c3oc(COc4ccccc4Cl)nc3C#N)CC2)cc1 | -6 | 24 | -10% | 5%
CCOC(=O)Cc1csc(NC(=O)CCc2ccc(S(=O)(=O)N3CCOCC3)cc2)n1 | -16 | 8 | -2% | 2%
Cc1ccc(N2C(=O)[C@@H]3C(C(=O)CCN4C(=O)c5ccccc5C4=O)=NN[C@@H]3C2=O)cc1 | ? | 9 | -2% | /
Fc1ccccc1Cn1nnc2c(-n3ccnc3)ncnc21 | 8 | 3 | -2% | -5%
COc1cc2nc(SCc3ccc(C(F)(F)F)cc3)n(Cc3cccs3)c(=N)c2cc1OC | ? | 9 | 3% | 24%
COc1ccccc1-c1coc2cc(OC(=O)/C=C/c3ccccc3)ccc2c1=O | -6 | 6 | -6% | /
Cc1cc(Cl)ccc1OCC(=O)NCCC(=O)O | -2 | 0 | -2% | -1%
COc1ccc(CCNC(=O)CNS(=O)(=O)c2cccs2)cc1OC | 7 | -5 | 4% | -2%
O=C(CSc1nnc2scc(-c3ccccc3)n12)NCc1ccc2c(c1)OCO2 | 5 | 6 | 0% | -4%
Cc1cc(C(F)(F)F)nc(SCC(=O)c2cccc([N+](=O)[O-])c2)n1 | 43 | 0 | -2% | -8%
O=C1C2C3C=CC(C2C(=O)N1C1CCCCC1)C1C2C(=O)N(C4CCCCC4)C(=O)C2C31 (stereo not drawn) | -2 | -8 | 1% | /
Cc1cc(SCC(=O)c2cccs2)nc2ccccc12 | ? | -2 | 15% | /
Cc1c(NC(=O)C(C)OC(=O)c2cc(-c3cccc4ccccc34)nc3ccccc23)c(=O)n(-c2ccccc2)n1C (stereo not drawn) | -28 | 0 | 2% | /
Cc1cccc(OC(=O)CN2C(=O)C3C4CCC(C4)C3C2=O)c1C (stereo not drawn) | 16 | -3 | -5% | -9%
CC1=CC2=C(OC1N(C)C)c1cccc3cccc(c13)C2=O (stereo not drawn) | 17 | ? | ? | -14%
Cc1ccc(OCCOCCN(C)C)c(Cl)c1 | -96* | / | -1% | /
CCOC(=O)CSc1nc2ccc(C)cc2[nH]1 | -26 | 10[0.0738 µM] | 2% | /
COc1cc2c(cc1NC(C)=O)CCCC2 | ? | 8 | -1% | 2%
CCCC1C(c2ccccc2)C(C#N)(C#N)C2(C#N)CC1(N)NC2=O (stereo not drawn) | -24 | -4 | -14% | -8%
COc1cc(C(=O)Nc2nc(N)n(-c3ccccc3)n2)cc(OC)c1OC | 23 | 6 | 5% | 3%
CCOCCCNC(=O)c1ccc(OC(C)=O)cc1 | 48 | 8 | -3% | -3%
Clc1ccc(NCc2nncn2-c2ccccc2)cc1 | -11 | -1 | -1% | 5%
CCOc1ccc(-c2nnn(CC(=O)c3ccc4c(c3)OCCO4)n2)cc1 | 10 | -5 | 0% | -1%
Cc1ccc(C2CN(C)C3(C(=O)Nc4ccccc43)C23COc2ccccc2C3=O)cc1 (stereo not drawn) | 46 | 14 | -20% | 15%
CCOC(=O)c1c(N)n(C2CC(C)(C)NC(C)(C)C2)c2nc3ccccc3nc12 | -25 | -10 | -20% | 1%
O=C1NC2(CCCC2)N=C1c1ccc(F)cc1 | 10 | -10 | 0% | 12%
CC1CCN(c2nc3ccccc3nc2C(C#N)C(=O)OC2CCCCC2)CC1 (stereo not drawn) | -17 | -2 | -2% | 11%
Cc1cccc(C(=O)Oc2csc(=S)n2C(=O)c2cccc(C)c2)c1 | -2 | 6 | 5% | /
O=C(Nc1nc2ccccc2n1CCOc1ccc(Cl)cc1)c1ccco1 | -11 | 10 | -3% | 16%
CC(=O)c1cccc(NC(=O)CN(c2ccccc2F)S(C)(=O)=O)c1 | ? | 0 | 4% | -2%
CCCN(CCC)C(C(=O)Nc1cccc(OC)c1)c1ccccc1 (stereo not drawn) | ? | 7 | -3% | 21%
CCCCCCCCCCCCCCCC(=O)O[C@H](CC(=O)O)C[N+](C)(C)C | / | 4&22 | 11%&8% | -5%&0%
COc1ccc(SCC(=O)c2cc(C)c(OC(=S)N(C)C)c(C)c2)cc1 | 23 | 7 | 7% | -25%
CC(C(=O)NC1=NCCS1)N1C(=O)c2ccccc2C1=O (stereo not drawn) | 22 | -1 | -4% | 12%
COC(=O)Cn1c(=NC(=O)c2ccc(Cl)s2)sc2cc(F)ccc21 | 11 | -7 | 3% | /
O=[N+]([O-])c1ccc(Oc2ccc(-c3cnc4ccccc4n3)cc2[N+](=O)[O-])cc1 | 22 | 1 | -3% | /
CCOc1ccccc1NC(=O)C1CC(=O)n2ncnc2N1 (stereo not drawn) | -19 | -3 | -2% | -4%
CCN(CC)c1ccc2cc(C(=O)O)c(=O)oc2c1 | 51 | 1 | 0% | -21%
COc1ccc(C)cc1NC(=O)C(Sc1ccccc1)c1ccccc1 (stereo not drawn) | -3 | / | -2% | /
COc1ccc(N2CC(C(=O)O)CC2=O)cc1 (stereo not drawn) | 29 | -5 | -5% | /
COc1ccc(CCN2C(=O)C3CC=C(C)CC3C2=O)cc1OC (stereo not drawn) | 1 | 0 | -4% | /
O=C(Nc1cccnc1)c1noc2c1CCCCC2 | 25 | 6 | 5% | 2%

Four structures already listed, arranged by SMILES length, ascending:
smiles | PNC inhibitor | IMPase inh | ALOX12 inhib | ALOX15B inhib
COc1ccc(N2CC(C(=O)O)CC2=O)cc1 (stereo not drawn) | 29 | -5 | -5% | /
CCN(CC)c1ccc2cc(C(=O)O)c(=O)oc2c1 | 51 | 1 | 0% | -21%
O=C(Nc1nc2ccccc2n1CCOc1ccc(Cl)cc1)c1ccco1 | -11 | 10 | -3% | 16%
COC(=O)Cn1c(=NC(=O)c2ccc(Cl)s2)sc2cc(F)ccc21 | 11 | -7 | 3% | /

Following part.
smiles | PNC inhibitor | IMPase inh | ALOX12 inhib | ALOX15B inhib
COc1ccc(C(C(=O)NC2CCCCC2)N(C(=O)CCl)c2ccccc2Cl)cc1 (stereo not drawn) | 1 | 5 | -3% | /
CCOc1cc(N2CCOCC2)c(OCC)cc1NC(=O)COC(=O)c1cc(C)oc1C | -4 | 5 | -10% | -2%
COc1ccccc1NC(=O)CSc1nnc(Cn2nnc(-c3ccccc3)n2)n1-c1ccccc1 | 39 | 2 | 2% | 3%
Clc1ccc(Cl)c(OCCCCNCc2ccccc2)c1 | 23 | / | -7% | /
CC(=O)c1cccc(NC(=S)NC(=O)c2cccc(Cl)c2)c1 | ? | / | -27% | /
c1ccc(CNCc2ccc3c(c2)OCO3)nc1 | ? | 6 | 1% | /
COc1ccccc1/C=N/NC(=O)CN(C1=NS(=O)(=O)c2ccccc21)c1ccccc1 | 21 | / | -1% | /
CC(C)OP(C)(=O)CN1CCN(CP(C)(=O)OC(C)C)CC1 (stereo not drawn) | 3 | -2 | 1% | -16%
CC(O)Cn1ccccc1=N (stereo not drawn) | ? | -4 | -6% | -1%
CC(C)c1ccc2c(c1)CC[C@H]1[C@@](C)(CN)CCC[C@@]21C | / | / | 4%[11.4 µM] | 2%[11.4 µM]
Fc1cccc(NC(=S)Nc2ccc(Br)cc2)c1 | 51 | 8 | -8% | -17%
Cc1c(Br)c([N+](=O)[O-])nn1C(C)C(=O)Nc1nccs1 (stereo not drawn) | 31 | 0 | 0% | -13%
CCCC(=O)Nc1cc(C(=O)O)ccc1S(=O)(=O)c1ccc(Cl)cc1 | 12 | / | 1% | /
CC(/C=C/c1ccc2c(c1)OCO2)=N\NC(=O)COc1ccccc1C | 16 | 5 | 1% | -6%
O=C(NC(NC(=O)c1ccccc1)c1cccc([N+](=O)[O-])c1)c1ccccc1 | 28 | / | -2% | /
O=C(Nc1ccc(OC(=O)c2ccccc2)c(-c2nc3ccccc3s2)c1)c1ccccc1 | -7 | 2 | 9% | -15%
O=C(OCc1ccc(F)cc1Cl)c1ccccn1 | -1 | 19 | -3% | 4%
Cc1ccc(-n2c(=O)cc(N3CCCCCC3)[nH]c2=O)cc1 | -11 | -14 | 2% | /
CCOc1ccc(N2C(=O)/C(=C/c3cccs3)N(C)C2=S)cc1 | 9 | / | 0% | /
Cc1ccc(F)cc1NC(=O)c1c(-c2ccccc2)noc1C | 11 | 4 | -4% | 3%
COC(=O)c1ccc(N2Cc3ccccc3/C2=N\C(=O)Nc2ccccc2)cc1 | -5 | 5 | 2% | /
O=C(NC1CCCCC1)c1ccccc1-c1ccccc1 | -8 | -2 | -3% | /
CC1=Nn2c(nnc2-c2ccccc2F)SC1 | -14 | 17 | 3% | -1%
COc1cccc(C(=O)NNC(=O)Cc2ccc([N+](=O)[O-])cc2)c1 | 3 | -14 | -6% | /
Cn1c(SCC(=O)N2c3ccccc3CCc3ccccc32)nnc1-c1ccc(O)cc1 | ? | 2 | -7% | /
COc1ccc(-n2nnc3c(SCC(=O)NCC4CCCO4)ncnc32)cc1 (stereo not drawn) | 4 | -5 | -4% | -7%
Cc1ccc(-n2c(SCC(=O)c3c(N)n(C)c(=O)n(C)c3=O)nc3sc4c(c3c2=O)CCCC4)c(C)c1 | ? | / | 3% | /
CCc1ccc(NC(=O)COC(=O)CN2C(=O)COc3ccccc32)cc1 | 26 | -1 | -2% | 8%
C=C(C)c1cccc(C(C)(C)NC(=O)Nc2ccc3[nH]c(=O)[nH]c3c2)c1 | ? | 0 | -5% | -3%
Cc1ccc(-c2nnc(-c3ccccc3)c(-c3ccccc3)n2)cc1 | 0 | / | 2% | /
CCCCCCc1nc2ccccc2c(=O)n1N | 8 | 5 | -7% | 1%
c1ccc(CSc2nnc(-c3cccnc3)o2)cc1 | -23 | ? | 3% | /
CCCS(=O)(=O)N1CCN(S(=O)(=O)c2ccc(F)cc2)CC1 | 274 | -5 | 7% | /
COC(=O)c1cccc(NC(=S)NCc2ccc(Cl)cc2)c1 | 21 | 0 | -7% | -28%
